GLP-1R agonist = agonists of human GLP-1 receptor | Potency, µM (highest dose often 45.6 µM), inactives show at the highest dose activation, usual class: activators | P43220 | HEK293 GLP-1R CRE-luciferase, luminescence, 4-6 h; cells express a hypersensitive GLP-1R form | AID 624172 | 0.007% of 380,000 active; further: potency means the concentration at half of the fitted maximal effect; % of control where 0% means no effect
DRD3 antagonist = blocks the human D3 dopamine receptor; P35462; AID 652054; 2.5% of 360,000 active; D3R cells, DiscoveRx beta-arrestin luminescence, antagonist mode; hits give low values; max response, negative = inhibition, %; in the data active means max response below about -50%; inconclusive means no clear call, values can overlap the other calls; further: on the % scale 0 is the no-effect control and ±100 the full control effect; mostly tested at two doses, the higher about 12 µM
Target sequence (P35462 whole entry, looked up): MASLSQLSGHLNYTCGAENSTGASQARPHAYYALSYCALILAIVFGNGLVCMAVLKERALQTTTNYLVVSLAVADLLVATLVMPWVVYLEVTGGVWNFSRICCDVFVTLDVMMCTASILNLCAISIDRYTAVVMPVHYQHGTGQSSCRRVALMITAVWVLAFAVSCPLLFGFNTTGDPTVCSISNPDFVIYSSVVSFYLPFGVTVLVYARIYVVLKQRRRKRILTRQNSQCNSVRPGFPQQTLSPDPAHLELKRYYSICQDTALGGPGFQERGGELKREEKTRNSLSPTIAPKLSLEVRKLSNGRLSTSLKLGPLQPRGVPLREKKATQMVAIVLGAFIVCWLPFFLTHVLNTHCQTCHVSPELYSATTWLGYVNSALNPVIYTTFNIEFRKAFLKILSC
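Cells plated overnight at 1500 cells/well, then exposed to library compounds with dopamine controls for 90 minutes at 37 degrees C. DiscoveRx reagent added for 30–60 minutes at room temperature; luminescence read, quantitative HTS format.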
KB-V1 cytotox = KB-V1 MDR subline cytotoxicity. KB-V1 MDR cells viability, CellTiter-Glo, 72 h. Potency, µM (series often up to 46.1 µM), inactives show at the highest dose activity change, negative = cytotoxicity, actives largely listed as cytotoxic. 3.4% of 400,000 active; further: potency means the concentration at half of the fitted maximal effect; on the % scale 0 is the no-effect control and ±100 the full control effect; nearly all actives have a fitted effect of over 60% in size
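Cytotoxicity toward P-gp-expressing KB-V1 cells was determined as loss of CellTiter-Glo luminescence after 72 h at 37 degrees C. Compounds were tested in quantitative HTS format across a concentration range, with curves fitted to normalized data.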
aSyn rescue = inhibitors of alpha-synuclein toxicity in yeast | Potency, µM (top dose mostly 46.1 µM), for the others: at the highest dose growth rescue (activation), actives largely listed as activators | Yeast expressing alpha-synuclein, growth rescue, BacTiter-Glo, 24 h | AID 652106 | 0.14% of 370,000 active; further: potency means the concentration at half of the fitted maximal effect; % of control where 0% means no effect; nearly all actives have a fitted effect of over 65% in size
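Screening used galactose-induced yeast with toxic alpha-synuclein levels, exposed to compound for 24 hr at 30 deg C. Cell growth, read with BacTiter-Glo luminescence, gave the measured signal.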
GLP-1R inv ag = inverse agonists of human GLP-1 receptor | P43220 | HEK293 GLP-1R CRE-luciferase, luminescence, 24 h; GLP-1R form is constitutively active | Potency, µM (doses to about 38.3 µM), for the others: at the top dose activity change, negative = inhibition, hits mostly inhibitors | 1.6% of 410,000 active; further: potency means the concentration at half of the fitted maximal effect; on the % scale 0 is the no-effect control and ±100 the full control effect; nearly all actives have a fitted effect of over 55% in size
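Inverse agonism was detected as reduced cAMP-driven luciferase luminescence after 24 h compound treatment. The cells were HEK293 clones expressing constitutively active human GLP-1R with the reporter. Reporter-only and GPR119 cell lines served as counterscreen controls.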
TDP-43 yeast inh = inhibitors of TDP-43 toxicity in yeast; TDP-43 expressing yeast growth rescue, BacTiter-Glo, 24 h; Potency, µM (highest dose often 46.1 µM), for inactives: at the highest dose growth rescue (activation), most hits filed as activators; 1.8% of 410,000 active; further: potency means the concentration at half of the fitted maximal effect; % of control where 0% means no effect; nearly all actives have a fitted effect of over 50% in size
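Galactose-induced TDP-43 yeast, OD600=0.02, compound pinned; 24 hr, 30 deg C; BacTiter-Glo luminescence for growth. Inhibitors of TDP-43 toxicity read as activators.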
D3 ag = agonists of human D3 dopamine receptor. max activation, %. 0.58% of 410,000 active. D3R DiscoveRx beta-arrestin cells, luminescence, 90 min. P35462; in the data active means max activation above about 30%; further: 0% is about no effect; mostly tested at two doses, the higher about 12 µM
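Agonist-mode cell screen: cells plated at 1500/well and incubated overnight at 37 °C, then exposed to library compounds for 90 min at 37 °C. Detection reagent was added for 30–60 min at room temperature, and luminescence was read.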
PTHR1 agonist = activates the human parathyroid hormone receptor PTHR1. Q03431. HEK293 GP2 PTHR1 cells, GloSensor cAMP luminescence, 1 h. Potency, µM (top dose mostly 115 µM), inactives show at the top dose activation, hits mostly activators. 0.075% of 410,000 active; further: potency means the concentration at half of the fitted maximal effect; nearly all actives have a fitted effect of over 55% in size; some results filed as inactive show a strong effect at the top dose; inactives centre near -15; many of its hits are not listed in these tables
Target sequence (Q03431 whole entry, looked up): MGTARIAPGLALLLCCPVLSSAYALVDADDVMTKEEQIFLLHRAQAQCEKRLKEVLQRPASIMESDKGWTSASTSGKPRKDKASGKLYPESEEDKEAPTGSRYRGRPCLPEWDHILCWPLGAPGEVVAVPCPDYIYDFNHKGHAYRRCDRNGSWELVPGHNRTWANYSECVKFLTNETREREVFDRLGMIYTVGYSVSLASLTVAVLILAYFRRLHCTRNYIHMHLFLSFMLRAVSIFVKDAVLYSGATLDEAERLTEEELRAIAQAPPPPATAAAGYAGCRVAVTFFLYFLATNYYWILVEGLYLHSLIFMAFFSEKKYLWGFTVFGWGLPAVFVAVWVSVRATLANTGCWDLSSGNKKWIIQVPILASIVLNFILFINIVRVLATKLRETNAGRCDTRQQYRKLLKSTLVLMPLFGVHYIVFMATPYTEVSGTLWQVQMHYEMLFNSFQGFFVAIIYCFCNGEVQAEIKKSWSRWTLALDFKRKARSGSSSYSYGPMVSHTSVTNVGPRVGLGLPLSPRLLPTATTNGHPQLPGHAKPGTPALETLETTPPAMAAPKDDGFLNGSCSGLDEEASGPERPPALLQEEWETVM
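HEK-293-derived GP2 cells expressing PTHR1 and a GloSensor cAMP reporter, 3,000/well, plated overnight, given luciferin plus IBMX (each 0.5 mM as added) for 1 h at 37 °C, then compound for 1 h at 37 °C. Luminescence was read after 15 min at room temperature.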
HEK293 tox = cytotoxicity in counter-screen for GLP-1R inverse agonists. HEK293 cAMP-luciferase reporter cells, luminescence, 24 h. Potency, µM (top dose mostly 38.3 µM), for inactives: at the top dose activity change, negative = inhibition, usual class: inhibitors. 0.13% of 410,000 active. AID 624418;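 further: loss of luciferase light is scored as toxicity; potency means the concentration at half of the fitted maximal effect; on the % scale 0 is the no-effect control and ±100 the full control effect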
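Here, cytotoxicity is scored as loss of luminescence. The MLSMR collection was tested on cells seeded in medium containing 10% Nu serum, with a 24 hr compound exposure preceded by 12 hours of culture.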
* = called active by the depositor; i = inactive; ? = inconclusive; nt = not tested or not shown; & = joins results of further samples; [ ] = another dose, or the depositor's remark. Unless noted, the call rests on the fitted dose curve; in most records, active means well fitted curve in the direction sought with a large enough effect; inconclusive means small, poorly fitted or top-dose-only effect, or another doubt; inactive means no such curve, though single readings can be large; an effect the other way counts as inactive or inconclusive. Only part of the results is shown, so the mix of outcomes need not match the whole.

SMILES	GLP-1R agonist	DRD3 antagonist	KB-V1 cytotox	aSyn rescue	GLP-1R inv ag	TDP-43 yeast inh	D3 ag	PTHR1 agonist	HEK293 tox
CCCn1c(=O)[nH]c(=O)c2c1nc(-c1ccccc1OC(F)F)n2CCOC	16%	28	18µM*	-1%	7%	-1%	2	i	-6%
Cc1cc(C)n2[nH]c(=O)c(N=Nc3ccccc3)c2n1	-1%	-17	-26%	4%	7%	8%	-1	i	?
Cc1cccc(NC(=S)N2CCC(NC(=O)C3CCCCC3)CC2)c1	0%	1	?	1%	11%	-25%	-2	-22%	17%
COc1ccc(NC(=O)CSc2cn(CC(=O)N3CCCCC3)c3ccccc23)c(OC)c1	nt	nt	nt	nt	12%	0%	9	i	-3%
O=C(Nc1ccccc1Cl)c1sc2cccc(Cl)c2c1Cl	nt	nt	nt	nt	4%	2%	-6	-8%	7%
CCCN1Cc2cccc(C(=O)N3CCN(c4ccc(F)cc4)CC3)c2C1=O	-7%	-10	-3%	-1%	1%	-2%	-7	-1%	43%[activator]
CCOc1ccccc1CN1C(=O)NC(C)(c2ccccc2)C1=O (stereo not drawn)	7%	0	-17%	-1%	-6%	-1%	-6	-10%	-10%
O=C(CSc1nc2ccccc2c(=O)n1-c1ccc(OC(F)F)cc1)NCc1cccs1	1%	-13	8%	-3%	9%	-1%	-2	i	-21%
CCC(C)C(NC(=O)OC(C)(C)C)C(=O)NC(Cc1ccccc1)C(=O)OC (stereo not drawn)	-2%	-12	?	4%	-23%	2%	-3	2%[57.5 µM]	-8%
O=C(CSc1nccc(=O)[nH]1)NN(c1ccccc1)c1ccccc1	2%	2	7%	4%	-26%	1%[9.22 µM]	-2	i	-7%
Cc1ccc([C@@H]2C[C@H]3[C@@H](CN2S(=O)(=O)c2ccc(C)cc2)C(=O)C[C@@H](c2cccc(Cl)c2)N3S(=O)(=O)c2ccc(C)cc2)cc1	2%	12	19%	3%	-5%	0%	4	-9%	3%
Cc1ccc(C(=O)NNS(=O)(=O)c2ccc(F)cc2)cc1	-2%	-20	10%	5%	0%	nt	4	-2%	-4%
CC(C)NC(=O)C1CCC(Cn2c(=O)c3sccc3n(Cc3ccc(F)cc3)c2=O)CC1 (stereo not drawn)	nt	nt	14%	nt	8%	18%	1	?	2%
Cc1cc(C(F)(F)F)c(C#N)c(=O)[nH]1	-5%	-10	13%	-1%	8%	0%	2	i	10%
O=C(OCc1ccc(Br)cc1)c1cccnc1	1%	-13	-1%	1%	9%	?	4	29%	7%
CC(C)(C)c1ccc(C(=O)OCCN2CCCCC2)cc1	18%	-20	-4%	-4%	?	6%	-6	i	-4%
CN(C)Cc1csc(Nc2ccc(C(=O)c3ccccc3)cc2)n1	-9%	0	-6%	-4%	?	-12%	-11	-39%[inhibitor]	-16%
COc1ccc(/C=N/N2CCOCC2)cc1Cn1nc(C)c([N+](=O)[O-])c1C	2%	-19	-13%	1%	-17%	-7%	-10	-19%	-2%
COc1ccc(C(=O)CCC(=O)Nc2cccnc2)c(OC)c1	14%	10	-12%	-1%	1%	-13%	-4	-19%	-7%
NC1=NC(=O)CC(C(=O)NCc2ccccc2)S1 (stereo not drawn)	-1%	7	14%	-20%	8%	-19%	-2	-18%	0%
Cc1c(O[C@@H]2O[C@H](CO)[C@@H](O)[C@H](O)[C@H]2O)ccc2c1oc(=O)c1ccccc12	8%	-5	-35%	-4%	19%	8%	1	-31%[inhibitor]	0%
Cc1ccccc1-c1cccc([C@@H]2C[C@H]3[C@H](CON3C)CN2Cc2ccccc2)c1	1%	-20	0%	-4%	?	-4%	-1	-18%	2%
C=CCNC(=O)C1CCC(=O)N1S(=O)(=O)c1ccc(C)cc1 (stereo not drawn)	-10%	?	0%	-4%	9%	3%	-6	2%	10%
COc1ccc(S(=O)(=O)N2CCN(C(=O)c3cc4c(s3)CCC4)CC2)cc1	-2%	1	-30%	0%	-24%	?	0	-21%	8%
Cc1ccc(CNC(=O)CC(C)S(=O)(=O)c2ccc3c(c2)NC(=O)CO3)cc1 (stereo not drawn)	-5%	11	5%	-5%	-23%	-5%	5	-6%	-10%
O=C(CSc1nc2ccccc2c(=O)n1CC1CCCO1)NCc1ccccc1 (stereo not drawn)	12%	32	-1%	-2%	19%	11%	4	i	-10%
CC(=O)OCC(=O)[C@H]1CC[C@H]2[C@@H]3CCC4=CC(=O)CC[C@]4(C)[C@H]3CC[C@]12C	?	3	15µM*	9%	18%	21%	5&-26	i	10%
CC(=O)C[C@H]1c2cc(C(F)(F)F)ccc2S(=O)(=O)N1C1CCCC1	-3%	-27	?	1%	?	12%	-4	i	-25%
CCSc1nc2c([nH]1)c(=O)n(C)c(=S)n2C	0%	-16	0%	-2%	4%	8%	3	-16%	-1%
C=CCOc1ccccc1CN1CCCCCC1	-1%	4	0%	7%	3%	7%	-4	i	-21%

8 neighbouring records from above:
SMILES	GLP-1R agonist	DRD3 antagonist	KB-V1 cytotox	aSyn rescue	GLP-1R inv ag	TDP-43 yeast inh	D3 ag	PTHR1 agonist	HEK293 tox
NC1=NC(=O)CC(C(=O)NCc2ccccc2)S1 (stereo not drawn)	-1%	7	14%	-20%	8%	-19%	-2	-18%	0%
Cc1c(O[C@@H]2O[C@H](CO)[C@@H](O)[C@H](O)[C@H]2O)ccc2c1oc(=O)c1ccccc12	8%	-5	-35%	-4%	19%	8%	1	-31%[inhibitor]	0%
Cc1ccccc1-c1cccc([C@@H]2C[C@H]3[C@H](CON3C)CN2Cc2ccccc2)c1	1%	-20	0%	-4%	?	-4%	-1	-18%	2%
C=CCNC(=O)C1CCC(=O)N1S(=O)(=O)c1ccc(C)cc1 (stereo not drawn)	-10%	?	0%	-4%	9%	3%	-6	2%	10%
COc1ccc(S(=O)(=O)N2CCN(C(=O)c3cc4c(s3)CCC4)CC2)cc1	-2%	1	-30%	0%	-24%	?	0	-21%	8%
Cc1ccc(CNC(=O)CC(C)S(=O)(=O)c2ccc3c(c2)NC(=O)CO3)cc1 (stereo not drawn)	-5%	11	5%	-5%	-23%	-5%	5	-6%	-10%
O=C(CSc1nc2ccccc2c(=O)n1CC1CCCO1)NCc1ccccc1 (stereo not drawn)	12%	32	-1%	-2%	19%	11%	4	i	-10%
CC(=O)OCC(=O)[C@H]1CC[C@H]2[C@@H]3CCC4=CC(=O)CC[C@]4(C)[C@H]3CC[C@]12C	?	3	15µM*	9%	18%	21%	5&-26	i	10%

Going on with the list.
SMILES	GLP-1R agonist	DRD3 antagonist	KB-V1 cytotox	aSyn rescue	GLP-1R inv ag	TDP-43 yeast inh	D3 ag	PTHR1 agonist	HEK293 tox
CCOC(=O)C(=O)N(C)c1c(CC)nc2c(OCc3ccc(OC(F)F)cc3)cccn12	-2%	5	-1%	-4%	-3%	15%	0	-16%	-2%
COc1ccc([N+](=O)[O-])cc1NC(=O)C(C)c1ccccc1 (stereo not drawn)	2%	-13	-24%	-9%	10%	15%	-12	i	-5%
Cc1ccc(C(=O)Nc2ccc3oc(-c4ccc(C(C)(C)C)cc4)nc3c2)cc1	nt	nt	1%	nt	0%	-17%	-10	-54%	-10%
O=C(COC(=O)Cc1c(F)cccc1Cl)NC1CCS(=O)(=O)C1 (stereo not drawn)	2%	?	-3%	2%	6%	1%	5	i	2%
CCc1ccc(C(=O)NNC(=O)C2CC(=O)N(Cc3ccccc3)C2)cc1 (stereo not drawn)	5%	-9	13%	-5%	3%	-9%	-5	i	-11%
Cc1nc(N2CCC(C)CC2)c2c(C)c(C(=O)Nc3cccc(C(F)(F)F)c3)sc2n1	10%	88	-28%	7%	?	?	26	-34%[inhibitor]	-19%
Cn1c(Sc2ccc(Cl)cc2)c(C=O)c2ccccc21	-35%[inhibitor]	-25	?	-5%	3.2µM*	18%	-12	-38%[inhibitor][57.5 µM]	?
COc1cc2c(c(OC)c1OC)-c1c(cc3c(c1O)OCO3)C[C@@H](C)[C@@H](C)C2	-6%	-11	-9%	15%	?	?	-12	-24%	-19%
Cc1ccc(-c2cc3c(N=O)c4ccccc4c-3n[nH]2)cc1	-1%	10	2%	-3%	0%	-4%	-2	-4%	-7%
CCOC(=O)C1=C(c2ccccc2)OC(N)=C(C#N)C1c1cccnc1 (stereo not drawn)	0%	2	-2%	0%	7%	18%[9.22 µM]	-2	i	17%
COc1ccccc1OCC(=O)Nc1cccc(-c2nnc(-c3ccco3)o2)c1	11%	3	-21%	-8%	14%[7.66 µM]	-8%[9.22 µM]	-1	-14%	16%[7.66 µM]
CC(C)(C)n1ncc2c(=O)n(Cc3cccc(Cl)c3)cnc21	29%	-3	-5%	2%	?	10%	2	-28%	-1%
Cc1ccc2c(CSc3nncn3C)cc(=O)oc2c1C	5%	-1	1%	0%	1%	3%	0	-47%[inhibitor]	7%
C/C(Cn1cnc([N+](=O)[O-])n1)=N\NC(=O)c1cccc(F)c1	-3%	15	1%	-13%	7%	13%	-6	8%[57.5 µM]	-12%
CCOc1ccccc1NC(=S)Nc1ccc2cn[nH]c2c1	-2%	30	9%	1%	-29%	16%	4	i	-12%
N#Cc1c(-c2ccccc2)c(-c2ccccc2)nn(CC(=O)NNC(=O)Nc2ccccc2)c1=O	-14%	24	12%	11%	?	6%	2	i	?
COc1ccccc1-n1cnnc1SCC(=O)N1CCN(S(=O)(=O)c2ccccc2)CC1	-4%	-10	14%	-1%	-2%	4%	10	-8%	-1%

Screening results (PubChem)
